mcGAS lum – blocks mouse cGAS activity | Q8C6L5 | recombinant cGAS, Kinase-Glo ATP depletion luminescence | inhibition, % at 12.5 µM | 160,000 tested, 0.15% active;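 also: 0% = negative control wells and 100% = reference inhibitor with no enzyme activity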
hcGAS lum – blocks human cGAS activity | Q8N884 | recombinant h-cGAS, ATP depletion, Kinase-Glo luminescence | inhibition, % at 12.5 µM | 290,000 tested, 0.081% active | AID 1259398;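 also: 0% = vehicle reaction and 100% = reaction without DNA for no activity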
Target sequence (Q8N884 whole entry, looked up): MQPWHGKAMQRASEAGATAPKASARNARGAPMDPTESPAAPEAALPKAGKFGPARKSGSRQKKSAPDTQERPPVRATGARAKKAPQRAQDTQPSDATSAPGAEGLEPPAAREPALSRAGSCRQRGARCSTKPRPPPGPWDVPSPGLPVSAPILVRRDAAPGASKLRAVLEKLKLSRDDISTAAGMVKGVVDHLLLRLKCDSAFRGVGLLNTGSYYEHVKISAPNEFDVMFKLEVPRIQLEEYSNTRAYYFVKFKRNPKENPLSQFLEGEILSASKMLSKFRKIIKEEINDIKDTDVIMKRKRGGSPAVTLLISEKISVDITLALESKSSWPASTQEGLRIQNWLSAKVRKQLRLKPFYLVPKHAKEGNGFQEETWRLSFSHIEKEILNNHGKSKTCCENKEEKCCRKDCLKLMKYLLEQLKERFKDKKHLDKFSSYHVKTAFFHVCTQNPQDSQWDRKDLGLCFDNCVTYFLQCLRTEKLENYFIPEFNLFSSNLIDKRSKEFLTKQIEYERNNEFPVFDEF
NPYLR7 ag – mosquito NPYLR7 agonism | HEK293T NPYLR7/Galpha15, GCaMP6s calcium fluorescence | activation, % at 10 µM | 270,000 tested, 0.15% active; in the data active = activation above about 40%;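 also: 0% = vehicle and 100% = reference agonist at the receptor; some compounds past the cut are filed as inactive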
The depositor's hits bear a star; nt = not tested or not shown. Rule as the data show it, unless noted: active = inhibition above about 40%; inactive = the rest. This is a random part of the collection; overall some 0.26% were active at least once.

SMILES	mcGAS lum	hcGAS lum	NPYLR7 ag
CNS(=O)(=O)c1ccc(-c2ccc(C3Nc4ccccc4C(=O)N3C)o2)cc1 (stereo not drawn)	-17	-17	2
C[C@@]1(O)CCN(C(=O)Cc2ccc(O)cc2)C[C@@H]1Cc1ccccc1	nt	-11	16
CCCCN(CC(=O)Nc1cc(-c2ccccc2)nn1-c1ccc(OC)cc1)S(=O)(=O)c1c(C)cc(C)cc1C	-4	-9	-2
O=C(NCCNc1nc(-c2ccccc2Cl)nc2ccccc12)Nc1ccc(C(F)(F)F)cc1	-8	-5	0
O=C(CCN1CCCCO1)NCCNC(=O)c1ccc(F)cc1	nt	3	-1
COCCN(Cc1nc(C(=O)NC(C)CCc2ccccc2)cs1)C(=O)Nc1cccc(Cl)c1 (stereo not drawn)	-4	-11	16
CC(NC(=O)c1nn(-c2ccc(F)cc2)c(=O)n(Cc2cccc(Cl)c2)c1=O)c1ccccc1 (stereo not drawn)	-4	-6	10
COc1ccc2cc(-c3nnc(Nc4ccc(C)cc4)s3)c(=O)oc2c1	-8	-8	-14
Cc1ccc(C)c(Cc2c(C)nc(-c3ccccc3)nc2N2CCN(C(=O)c3cccc(Br)c3)CC2)c1	-8	-19	nt
CC1CCN(c2nc(F)c3c(c2F)S(=O)(=O)CCN3CC2CCCO2)CC1 (stereo not drawn)	-6	-13	nt
COc1cccc(NC(=O)C2(C)CCCN(C(C)C)C2)c1OC (stereo not drawn)	nt	-12	1
O=C(Cn1cnc2sccc2c1=O)NC(=O)NC1CCCCC1	nt	-4	5
Cc1c(C(=O)Nc2ccc(N3CCCS3(=O)=O)cc2)oc2c(Cl)cccc12	nt	-5	8
O=[N+]([O-])c1ccc2c(c1)N([O-])C1(CCCCC1)[N+]2=O	-8	-7	-12
O=c1[nH]c(CNCCO)nc2ccsc12	nt	-4	6
C#CC(=O)N1CCC(n2c(-c3ccccc3)nc3ccc(F)cc32)CC1	-3	-7	3
COc1cccc(CN2CCC2(C)C(=O)NCc2cccc(C(F)(F)F)c2)c1OC (stereo not drawn)	nt	0	-5
Oc1cccc(-n2cnnn2)c1	nt	-6	0
CCN(C(=O)CCc1cc(OC)ccc1OC)c1ccccc1C	nt	-8	16
CCCNC(=O)C(NC(=O)c1cccc(C)c1)C1CCN(C(=O)c2ccccc2OC)CC1 (stereo not drawn)	-3	0	-4
Cn1cc(C(CC(=O)N2CCN(c3cccc(Cl)c3)CC2)c2cccc(F)c2)c2ccccc21 (stereo not drawn)	-2	-4	0
COc1cccc(Cc2nc3c(c(=O)[nH]2)CN(S(=O)(=O)c2c(C)cc(C)cc2C)CC3)c1	-7	-12	12
COc1ccccc1-c1nn(CN2CCOC(C)C2)c(=S)o1 (stereo not drawn)	nt	-4	5
CCc1ccccc1NC(=O)CCN1CCN(S(=O)(=O)N2CCCC2)CC1	nt	-1	-11
CN(C)C(=O)c1csc(-c2csc(Nc3ccc4c(c3)CCC4)n2)c1	nt	-10	13
CCOC(=O)C1(Cc2ccccc2C)CCCN(C(=O)c2sccc2C)C1 (stereo not drawn)	-5	-5	-8
CC1=NN(c2ccccc2)C(=O)/C1=C/c1cccnc1	-4	-4	-9
CC(C)(C)CC(=O)N1CCN(c2nc(-c3ccc(Cl)cc3)nc3ccccc23)CC1	-8	-4	8
COc1cccc(-c2ccc3c(c2)N(Cc2ccccc2OC)C(=O)C(C)S3)c1 (stereo not drawn)	nt	4	-5
COc1cccc(C(C2Sc3nc(-c4ccco4)nn3C2=O)N2CC(C)OC(C)C2)c1 (stereo not drawn)	-8	-7	-3
Cc1cc(C)n2c(NC3CCCCC3)c(-c3ccc4c(c3)OCO4)nc2c1	-8	-6	24
OC(COc1ccc2ccccc2c1)Cn1ccnc1 (stereo not drawn)	nt	-2	5
CCOc1ccc(S(=O)(=O)N2CCN(C(=O)c3sccc3-n3cccc3)CC2)cc1OCC	-2	-1	-3
O=C(CC(c1ccccc1)c1cn(Cc2ccccc2)c2ccc([N+](=O)[O-])cc12)NCc1ccco1 (stereo not drawn)	-2	-2	-3
N#Cc1c(COC(=O)c2ccc3c(c2)NC(=O)CO3)cn2ccccc12	nt	-7	4
CCCc1cc(CNc2nc(CCN)nc3ccccc23)on1	-12	-2	22
COCC(=O)Nc1nnc(SCC(=O)c2ccc(F)cc2)s1	-6	-4	-1
CCC(CC)(CNC(=O)c1ccc(F)nc1)S(C)(=O)=O	nt	5	4
CCN(CC)CCN(C(=O)c1ccnn1C)c1nc2ccc(C)cc2s1	-3	2	nt
COCCN1CCN(c2nc(C(=O)N3CCCC3)cs2)C1=O	nt	-10	-5
C=CCN(CC1CC(c2cccc(F)c2)=NO1)C(=O)C1CCC1 (stereo not drawn)	-10	-5	nt
O=S(=O)(NCc1ccccc1)N1CCC(Cc2noc(C3CC3)n2)CC1	nt	-9	2
COc1ccc(Cl)cc1C1=NOCC(=O)N1Cc1ccc(C)cc1	nt	1	8
COc1ccccc1CCc1nc(CC2CCN(C)CC2)no1	nt	4	2
CC1=C[C@@H](CO)[C@H](C(C)C)C[C@H]1CC(=O)N(C)CCC#N	-3	-4	-12
Cc1cc(C)n2c(=S)[nH]nc2n1	nt	-8	-6
CCC(C)N(Cc1ccc(OS(=O)(=O)c2cccc(C(F)(F)F)c2)cc1)C(=O)c1cccc(C(F)(F)F)c1 (stereo not drawn)	-5	-8	6
OCC1OC(Oc2ccccc2Cl)C(O)C(O)C1O (stereo not drawn)	-4	-4	0
N#Cc1cccc(S(=O)(=O)N(Cc2c(F)cccc2Cl)c2cn[nH]c2)c1	-15	-6	-2
Nc1nc2ccc(-c3nc4ccccc4o3)cc2s1	1	5	0

Carrying on.
SMILES	mcGAS lum	hcGAS lum	NPYLR7 ag
CC(Sc1nc2c([nH]c3ccccc32)c(=O)n1C)c1ccccc1 (stereo not drawn)	-8	-4	0
CC(C)(C)c1ccc(C(=O)Nc2c3c(nn2CC(=O)NCc2ccco2)CSC3)cc1	-2	-3	-2
CCOc1ccc(C(=O)N2CCN(c3ncnc4c3nnn4-c3ccccc3)CC2)cc1	-5	-4	-9
CC1=C(C(=O)N2CCCC(CCC(=O)N3CCN(c4ccccn4)CC3)C2)OCCO1 (stereo not drawn)	nt	-12	20
CCS(=O)(=O)Oc1ccc(CN(C(C)C)S(=O)(=O)c2ccc(NC(C)=O)cc2)cc1	0	-1	-9
Cc1ccc(OCCC(=O)NC2CCc3[nH]c4ccc(Br)cc4c3C2)cc1 (stereo not drawn)	-2	-3	16
COc1ccc(Cl)cc1N(CC(=O)NCCCC(C)(C)C1OCCO1)S(=O)(=O)c1ccc(C)c([N+](=O)[O-])c1	-6	-5	5
CCn1nnc2c(Nc3ccc(C)c(Cl)c3)ncnc21	-9	-9	5
CC(=O)c1c(C)[nH]c(C(=O)C(C)Sc2nnc(-c3cccs3)n2C2CC2)c1C (stereo not drawn)	-4	-7	0
CC(NC(=O)c1cc2ccccc2[nH]c1=O)c1ccncc1 (stereo not drawn)	nt	5	-2
C[C@H](NC(=O)NCCSC1Sc2ccccc2NC1=O)c1ccccc1 (stereo partly drawn)	-3	1	8
COc1ccc2[nH]c3c(c2c1)CCN(C(=O)c1cc(C(F)(F)F)ccc1F)C3c1ccccc1OC (stereo not drawn)	-8	4	28
CC1CC1C(=O)OCC(=O)N1N=C(c2ccc(Cl)cc2)CC1c1ccco1 (stereo not drawn)	-4	-1	7
C[C@@H](NC(=O)C1=C[C@@H](Oc2cc(F)ccc2Br)[C@H](O)[C@H](O)C1)C(N)=O	-7	-5	-7
CCOC(=O)COc1c(/C=C2/C(=N)N3N=C(c4cccs4)SC3=NC2=O)cccc1OC	nt	-4	-1
CCOC(=O)CCCn1nc(C)n2c(cc3sccc32)c1=O	1	4	-6
CCN(CC(C)C)C(=O)c1ccccc1Sc1ccc(S(=O)(=O)NC)cc1	nt	-11	5
Cc1ccn(CCC(=O)NCc2cccnc2Oc2ccccc2F)n1	nt	-3	2
CC1CCc2onc(C(=O)Nc3nc4ccccc4n3C)c2C1 (stereo not drawn)	nt	-4	-2
Cc1nn(S(=O)(=O)c2ccccc2)c(C)c1S(=O)(=O)N(C)c1ccccc1	nt	-8	5
COc1ccccc1OCCCOc1ccc(Cl)cc1Cl	nt	-6	8
CCCCCCCC(=O)Nc1ccc(N2CCC(Cc3ccccc3)CC2)c(C(=O)NCCN2CCOCC2)c1	-5	-2	17
CCN(Cc1noc(CC(C)C)n1)C(=O)c1cc2c([nH]c1=O)CCCC2	-1	0	3
CCCCCCNC(=O)Cc1ccc(Oc2nc(Cc3cccc(OC)c3)ns2)cc1	-5	-10	0
Cc1cc(N2CCN(C(=O)CCc3ccccc3)CC2)nc(-c2cccc(F)c2)n1	-5	-3	3
CCN1CCN(c2c(CN(C(=O)c3ccc4ccccc4c3)C3CC3)c(C)nn2-c2cccc(F)c2)CC1	-6	-3	18
CC1(C)OCC(CNC(=O)c2nccc3ccccc23)O1 (stereo not drawn)	-6	-8	12
N#Cc1cccc(C(=O)NC2CC(=O)N(Cc3ccccc3)C2)c1 (stereo not drawn)	nt	-11	7
Cc1ccc(-c2nc3cc(C)ccn3c2NC(=O)c2cc(Cl)cc(Cl)c2)cc1	-9	-8	0
CC(C)(C)c1nc(SCc2nnc(C(C)(C)C)o2)n[nH]1	-2	3	-1
CC(=O)c1ccc(NC(=S)NC(NC(=O)N(C)C)C(Cl)(Cl)Cl)cc1 (stereo not drawn)	-7	-3	-11
COc1ccc(-c2nc3cc(C)ccn3c2NC(=O)c2ccc(F)cc2)cc1	-3	-4	-3
COc1ccc(N2C(=O)CSC2c2cccc(NC(=O)c3ccc([N+](=O)[O-])cc3)c2)cc1 (stereo not drawn)	-7	-8	7
CCOc1ccc(-c2ccnc(-c3ccco3)n2)cc1C(=O)O	nt	-4	-4
COC(=O)C1C(=O)c2c([nH]c(C(=O)OC3CCCCC3)c2C)CC1C (stereo not drawn)	nt	-4	5
CN(C)CCCO[C@@H]1[C@H]2OC(C)(C)O[C@H]2O[C@@H]1C(O)CO (stereo partly drawn)	-3	-3	5
CCC(C)(C)c1ccc2c(c1)N(Cc1cccc(C(=O)NCc3ccco3)c1)C(=O)CO2	-4	-3	nt
FC(F)(F)c1nc2n(n1)C(c1ccc(Cl)cc1)C1CSc3ccccc3C1=N2 (stereo not drawn)	4	-12	2
O=C(/C=C/c1cnc[nH]1)NCc1ccccc1C(F)(F)F	nt	-2	6
CCn1cnnc1CCNc1nc(-c2ccncc2)nc2c1CCNC2	nt	-5	4

5 compounds picked at random from those above:
SMILES	mcGAS lum	hcGAS lum	NPYLR7 ag
CCOC(=O)COc1c(/C=C2/C(=N)N3N=C(c4cccs4)SC3=NC2=O)cccc1OC	nt	-4	-1
OC(COc1ccc2ccccc2c1)Cn1ccnc1 (stereo not drawn)	nt	-2	5
CC(=O)c1c(C)[nH]c(C(=O)C(C)Sc2nnc(-c3cccs3)n2C2CC2)c1C (stereo not drawn)	-4	-7	0
CCC(C)N(Cc1ccc(OS(=O)(=O)c2cccc(C(F)(F)F)c2)cc1)C(=O)c1cccc(C(F)(F)F)c1 (stereo not drawn)	-5	-8	6
CNS(=O)(=O)c1ccc(-c2ccc(C3Nc4ccccc4C(=O)N3C)o2)cc1 (stereo not drawn)	-17	-17	2

Continuation:
SMILES	mcGAS lum	hcGAS lum	NPYLR7 ag
COc1cc(C)ccc1C(=O)NCC(C)(C)OC	nt	-6	8
O=C(c1ccc2ccccc2c1)N1CCN(S(=O)(=O)c2ccc(F)cc2F)CC1	-7	-4	-3
c1ccc(NCc2ccc(CNc3ccccn3)cc2)nc1	-8	-5	-1
COc1cccc(CN2CCC2(C)C(=O)Nc2cccc(Br)c2C)c1F (stereo not drawn)	nt	-11	6
O=C(O)CC1COCCN1C(=O)CC(=O)Nc1ccc(F)c(Cl)c1 (stereo not drawn)	-11	-5	10
Cc1cc(N2CCOCC2)nc(Nc2ccc(NC(=O)CC(C)C)cc2)n1	nt	-11	12
O=C1OC(c2ccc(Cl)cc2)=N/C1=C\C(Cl)=C\c1ccccc1	nt	-2	-1
Cc1cc(C)c2nc(N(CCn3cccn3)C(=O)C3CC3)sc2c1	-11	-1	-19
Cc1ccc(CN(Cc2ccccc2)C(=O)CN(CC(C)C)C(=O)Nc2ccccc2C(F)(F)F)o1	-6	-4	-5
CCN(CC)c1nc(Cl)nc(N(C)C#N)n1	nt	-15	-1

As a short view, some entries already given.
SMILES	mcGAS lum	hcGAS lum	NPYLR7 ag
O=C(O)CC1COCCN1C(=O)CC(=O)Nc1ccc(F)c(Cl)c1 (stereo not drawn)	-11	-5	10
Cc1cc(N2CCOCC2)nc(Nc2ccc(NC(=O)CC(C)C)cc2)n1	nt	-11	12
O=C1OC(c2ccc(Cl)cc2)=N/C1=C\C(Cl)=C\c1ccccc1	nt	-2	-1
Cc1cc(C)c2nc(N(CCn3cccn3)C(=O)C3CC3)sc2c1	-11	-1	-19
Cc1ccc(CN(Cc2ccccc2)C(=O)CN(CC(C)C)C(=O)Nc2ccccc2C(F)(F)F)o1	-6	-4	-5
CCN(CC)c1nc(Cl)nc(N(C)C#N)n1	nt	-15	-1

Next section
SMILES	mcGAS lum	hcGAS lum	NPYLR7 ag
COc1ccc(CN2CCCC(CO)(CCc3ccccc3)C2)c(OC)c1 (stereo not drawn)	nt	-4	3
CN(C)Cc1nnc(C(=O)N2CCC(CCCc3ccccc3)CC2)o1	nt	-7	2
COC(=O)C1=CO[C@@H](O)[C@@H]2C(CO)=CC[C@H]12	-4	-2	-6
Cc1ccc(C(CN2CCOCC2)NC(=O)NCCc2ccccc2F)cc1 (stereo not drawn)	nt	0	1
O=S(=O)(Cc1ccc(Cl)cc1)c1ccc(N2CCN(c3ccccc3F)CC2)nn1	-7	-3	-1
CNC(=O)[C@@H]1C[C@@H](N)CN1Cc1ccc(Oc2ccccc2)nc1	nt	-1	-2

Bioassay records from PubChem.
